Source: PubChem BioAssay
m-calpain inh – inhibitors of pig calpain II, primary screen, biochemical, fluorogenic peptide substrate, 1536-well | purified calpain II, 30 min | inhibition, % at 16 µM | 220,000 tested, 0.37% active | AID 1236, 2008;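 active means inhibition above about 50%, limit read from the data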
PERK inhibitor – block of dimerizer-induced PERK translation repression, primary screen, PERK inhibitor project, CHO PERK-DD cells, SEAP luminescence, HTS; inhibition, % at 5.6 µM; CHO PERK-DD fusion, SEAP luminescence translation reporter; AID 1416, 2008; 220,000 tested, 0.17% active;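 active means inhibition above the mean inhibition of all tested compounds plus 3 SD, set separately per screening campaign, cut at about 2.9% in these data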;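 further: PERK kinase domain activated by AP20187 dimerizer at 100 nM; 0% = DMSO with dimerizer and 100% = rapamycin at 8.4 µM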
TRPN1 ag – zebrafish TRPN1 channel agonists, primary screen, cell-based, HEK293, calcium fluorescence | HEK293 zebrafish TRPN1-YFP, Fluo-8 calcium fluorescence; 100% = response to 87 µM carbachol | 220,000 tested, 0.18% active | AID 1424, 2008 | activation, % at 3 µM | transient receptor potential cation channel N1 (TRPN1/NompC), Danio rerio;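 active means activation above its plate's cutoff, the mean activation of test wells on that plate plus 3 SD, cut at about 19% in these data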;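 further: 0% = DMSO alone and 100% = 87 µM carbachol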
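Material: zebrafish TRPN1-YFP in HEK293 cells. Doses: one dose of 3 µM, 0.3% DMSO. Incubation: dye 1 h 37 °C plus 30 min RT. Measured by: intracellular calcium fluorescence with Fluo-8.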
TRPML3 ag – human TRPML3 channel agonists, primary screen, cell-based, HEK293 TRPML3-YFP, Fluo-8 calcium fluorescence, 3 µM; Mucolipin-3 (Homo sapiens), Q8TDD5; 100% = the carbachol control signal; activation, % at 3 µM; 220,000 tested, 0.29% active; AID 1448, 2008;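 active means activation above its plate's cutoff, the mean activation of the plate's test wells plus 3 SD, cut at about 12% in these data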;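 further: 0% = DMSO only wells and 100% = carbachol wells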
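Material: TRPML3-YFP stable HEK293 cells | Dosing: One concentration, 3 µM nominal, 0.3% DMSO | Timing: 125 s total fluorescence read per well | Technique: Fluo-8 calcium dye fluorescence, ex 470-495, em 515-575 nm | Measure: Percent activation from peak-to-basal fluorescence ratio, scaled between DMSO and carbachol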
EP2 modulator – EP2 receptor modulators, cAMP readout, primary screen, cell-based, HTRF cAMP, PGE2 stimulation | Prostaglandin E2 receptor EP2 subtype (Homo sapiens), P43116 | EP2-expressing cells, cAMP HTRF FRET, PGE2 co-stimulation | induction, % at 25 µM | 260,000 tested, 0.83% active;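 active means compounds whose cAMP rise, as percent of the full-agonist control response, exceeds 60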;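 further: rat C6 glioma line stably carrying human EP2 under a CMV promoter; the protocol text gives 20 µM as final concentration; 100% = response of wells given 1 µM PGE2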
Target sequence (P43116 whole entry, looked up): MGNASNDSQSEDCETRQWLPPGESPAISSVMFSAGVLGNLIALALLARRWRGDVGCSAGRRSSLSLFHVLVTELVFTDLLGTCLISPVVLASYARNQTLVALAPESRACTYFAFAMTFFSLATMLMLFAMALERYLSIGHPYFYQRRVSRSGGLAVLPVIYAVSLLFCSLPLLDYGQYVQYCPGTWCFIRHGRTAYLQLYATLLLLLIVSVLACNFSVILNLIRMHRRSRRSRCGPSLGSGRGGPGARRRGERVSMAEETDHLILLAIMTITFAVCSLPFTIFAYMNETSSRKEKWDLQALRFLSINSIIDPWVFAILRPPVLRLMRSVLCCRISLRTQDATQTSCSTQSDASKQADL
S1P4 ag – S1P4 receptor agonists, primary screen, cell-based. activation, % at 4.98 µM. AID 1509, 2009. Sphingosine 1-phosphate receptor 4 (Homo sapiens), O95977. 220,000 tested, 0.35% active. S1P4-expressing cell line, agonist reporter assay; in the data active means activation above about 11%;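 further: 0% = DMSO vehicle and 100% = reference agonist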
Target sequence (O95977 whole entry, looked up): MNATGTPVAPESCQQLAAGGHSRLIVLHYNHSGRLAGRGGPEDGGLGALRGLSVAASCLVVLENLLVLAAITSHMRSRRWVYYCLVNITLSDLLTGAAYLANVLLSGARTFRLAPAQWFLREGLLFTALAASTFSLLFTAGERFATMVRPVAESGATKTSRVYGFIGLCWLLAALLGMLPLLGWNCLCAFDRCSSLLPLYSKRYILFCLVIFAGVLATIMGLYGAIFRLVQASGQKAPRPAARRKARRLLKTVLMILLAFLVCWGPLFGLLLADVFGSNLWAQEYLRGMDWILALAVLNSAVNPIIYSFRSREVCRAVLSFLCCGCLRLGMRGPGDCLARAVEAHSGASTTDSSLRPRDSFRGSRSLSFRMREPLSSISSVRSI
BaF3 tox – parental Ba/F3 cell viability inhibition, counter-screen for JAK2V617F inhibitor project, murine pro-B, CellTiter-Glo luminescence | CellTiter-Glo ATP luminescence | inhibition, % at 5.6 µM | 220,000 tested, 1.1% active;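 active means inhibition above a per-campaign cutoff, the mean inhibition of all tested compounds plus 3 SD, cut at about 27% in these data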;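 further: 0% = DMSO wells and 100% = JAK Inhibitor I control wells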
Ba/F3 V617F tox – reduced viability of JAK2V617F-dependent Ba/F3 cells, primary screen, JAK2V617F inhibitor project, cell-based, Ba/F3 EpoR-JAK2V617F, luminescence; ATP luminescence; 220,000 tested, 1.1% active; AID 1446, 2008; inhibition, % at 5.6 µM;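 active means inhibition above the campaign mean plus 3 SD over all tested compounds, cut at about 24% in these data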;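 further: cytokine-independent growth of Ba/F3 cells driven by EpoR plus mutant JAK2; 0% = DMSO-treated cells and 100% = JAK inhibitor I control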
S1P4 antagonist – S1P4 receptor antagonists, primary screen, cell-based. Sphingosine 1-phosphate receptor 4 (Homo sapiens), O95977. S1P4-expressing cells, antagonist mode, reporter read-out. inhibition, % at 4.98 µM. 220,000 tested, 0.26% active. AID 1510, 2009; in the data active means inhibition above about 29%;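 further: 0% = wells stimulated with agonist and 100% = vehicle wells without agonist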
Active calls of the source: *; & = joins results of further samples; ! = not active in a repeat.

SMILES | m-calpain inh | PERK inhibitor | TRPN1 ag | TRPML3 ag | EP2 modulator | S1P4 ag | BaF3 tox | Ba/F3 V617F tox | S1P4 antagonist
CCN1C=CC2=C(C#N)C(N)C(C#N)(C#N)C(c3ccccc3C(F)(F)F)C2C1 (configuration not stated) | -12 | 0.2 | 3.6 | 1.9 | -27&18 | 3.1 | 3 | -1 | 0
COCCCNC(=O)Cn1c(=O)n(Cc2ccc(C(=O)NCCc3ccc(OC)c(OC)c3)cc2)c(=O)c2ccccc21 | -19 | 2.3 | -1.6 | -0.2 | -27 | -0.2 | 1 | -4 | 2
Cc1nn(Cc2ccc(Cl)cc2Cl)c(C)c1NC(=O)c1ccc(COc2cc(Cl)ccc2Cl)o1 | -145 | 0.4 | -0.2 | -0.2 | 7 | -0.5 | 1 | 1 | -10
O=C(CCS(=O)(=O)c1cccc2nonc12)Nc1cccc2c1CCCC2 | 11 | -0.6 | -0.3 | 0.3 | -26 | 0.9 | 2 | 1 | -21
CCC(=O)Nc1nc2ccccc2n1CCN1CCOCC1 | -5 | 0.9 | 0.9 | 0.8 | -2 | -1.6 | 1 | -3 | -5
Cc1cc(NS(=O)(=O)c2ccc(NC(=S)NC(=O)c3ccccc3)cc2)no1 | 14 | 0.5 | -0.3 | 0.1 | -165&-90 | 0.0 | 10 | 5 | -23
COc1ccc2cc(-c3[nH]ncc3CN3C[C@@H]4CCC[C@H]3C4)ccc2c1 | -2 | -1.1 | 1.4 | 0.1 | -40 | 0.8 | 10 | 3 | -5
CCOC(=O)c1c(C)c(C(=O)NCCN2CCOCC2)c(C)n1C | -17 | 0.6 | -0.6 | -0.3 | 1 | 3.8 | 3 | -2 | -2
O=C1C2C3C=CC(C3)C2C(=O)N1c1cccc(N2C(=O)C3C4C=CC(C4)C3C2=O)n1 (configuration not stated) | 0 | 0.8 | -1.0 | 0.3 | 22 | 1.4 | 1 | -1 | -28
COCC(=O)Nc1sc2c(c1C(=O)OC)CCC(C)C2 (configuration not stated) | -21 | 0.9 | -1.7 | 1.2 | 70*! | 0.9 | 7 | -2 | -9
Cc1cccc(C(=O)Oc2ccc(/C=N/NC(=O)c3ccncc3)cc2)c1 | -100 | 0.3 | 0.4 | 1.1 | -24 | 0.1 | 0 | -2 | -2
Cc1cc(NC(=O)CN2C(=O)[C@@H]3[C@H](C2=O)[C@@H]2C[C@H]3C(Br)C2Br)no1 (some centres not stated) | 9 | 0.8 | 4.1 | 2.6 | -23 | 0.4 | -2 | -3 | -3
CN(CC(=O)Nn1cnnc1)S(=O)(=O)c1ccccc1 | 1 | 0.1 | -1.0 | 0.9 | -25 | -2.1 | 0 | -3 | -9
CCOC(=O)C1CCN(Cc2ccc(O)c3ncccc23)CC1 | -29 | -0.1 | 0.9 | 0.1 | -21&-25 | 0.3 | 50* | 82* | -5
COc1ccccc1C(=O)N1CCCC1(C#N)c1ccccc1 (configuration not stated) | -30 | 0.2 | -0.8 | -0.1 | 5 | -0.4 | 1 | -4 | -3
CC(=O)CSc1nc(C(F)(F)F)cc(=O)n1-c1ccccc1 | 22 | 1.2 | -0.2 | 0.2 | 13 | 0.9 | 7 | -1 | -7
O=C(COC(=O)C1=COCCO1)Nc1ccccc1OC(F)F | -18 | -0.5 | 0.5 | 0.6 | -1 | 0.6 | 1 | 2 | -9
COc1ccc(C(=O)/C=C2/Sc3cc4c(cc3N2C)OCO4)cc1 | -20 | -0.2 | 0.4 | 0.3 | 28 | 0.6 | 2 | 2 | -11
COC(=O)c1cc(C(=O)OC)n(Cc2ccc(F)cc2)c1C | 9 | 1.8 | -2.6 | -1.9 | 37 | 1.8 | 6 | -2 | -5
O=C(Nc1cnn(C23CC4CC(CC(C4)C2)C3)c1)c1cnn2cccnc12 | -18 | 0.4 | 1.7 | 0.3 | -50 | -2.9 | 2 | -1 | 4
O=C(CN1CCN(Cc2ccc(Cl)cc2)CC1)N/N=C/c1cccc(F)c1 | -9 | 0.8 | 2.0 | 1.0 | -43 | -1.1 | -4 | 5 | 5
NNC(=O)c1nn(-c2ccc(Cl)cc2)cc1O | -20 | 1.0 | -0.5 | 0.3 | -14 | 2.3 | -2 | -4 | -5
CCCCNC(=O)C1CC(=O)N(CCc2ccccc2)C1 (configuration not stated) | -24 | 0.6 | -0.7 | -0.5 | 9 | 1.1 | 0 | 1 | -1
Cc1c(O)c2cccnc2[nH]c1=O | -6 | 1.1 | -0.8 | 1.0 | 4 | -0.1 | 2 | -5 | -12
CCc1cc(-c2n[nH]c(C)c2Oc2ccc(C(C)C)cc2)c(O)cc1O | 2 | 1.4 | 0.8 | 0.2 | 56 | 1.9 | 5 | 0 | 0

Overlap with the part before: three entries, followed by the next part.
SMILES | m-calpain inh | PERK inhibitor | TRPN1 ag | TRPML3 ag | EP2 modulator | S1P4 ag | BaF3 tox | Ba/F3 V617F tox | S1P4 antagonist
CCCCNC(=O)C1CC(=O)N(CCc2ccccc2)C1 (configuration not stated) | -24 | 0.6 | -0.7 | -0.5 | 9 | 1.1 | 0 | 1 | -1
Cc1c(O)c2cccnc2[nH]c1=O | -6 | 1.1 | -0.8 | 1.0 | 4 | -0.1 | 2 | -5 | -12
CCc1cc(-c2n[nH]c(C)c2Oc2ccc(C(C)C)cc2)c(O)cc1O | 2 | 1.4 | 0.8 | 0.2 | 56 | 1.9 | 5 | 0 | 0
O=C(N/N=C1\CC2CC=CC12)c1ccc(O)cc1 (configuration not stated) | -10 | 1.6 | -2.0 | 0.6 | 5 | 0.4 | 0 | -5 | 11
CC(=O)C1=C(O)C(=O)N(CCc2ccccc2)C1c1ccccc1[N+](=O)[O-] (configuration not stated) | -6 | 1.4 | 0.6 | 0.9 | 17 | -2.3 | 2 | -3 | -23
S=c1[nH]nc(-c2ccncc2)n1/N=C/C=C/c1ccco1 | 19 | -0.3 | -1.2 | -0.6 | -10 | -2.4 | 2 | 2 | -16
O=C(CCCOc1ccccc1)N1CCc2ccccc2C1 | 10 | 0.7 | 0.1 | -1.0 | -9 | 1.1 | 2 | -2 | -12
CCSc1oc(-c2ccccc2)nc1S(=O)(=O)c1ccccc1 | -9 | 0.3 | -0.7 | -0.3 | 35 | -1.6 | 5 | 0 | -8
O=C(N/N=C/c1ccc2c(c1)OCO2)c1cc2ccccc2o1 | -277 | 1.7 | 1.6 | -0.2 | -7 | 2.6 | 0 | -2 | -15
COc1ccc(-c2cn3c(n2)CCC3)cc1 | -2 | 0.8 | 1.8 | 0.4 | 5 | -1.4 | 2 | -2 | -7
Cc1c(C(=O)C(=O)NCc2cccs2)c2ccccc2n1C | 0 | -0.4 | 1.2 | 0.9 | -14 | -0.1 | -2 | -2 | -16
O=C(C1CCC(CNc2c(N3CCCCC3)c(=O)c2=O)CC1)N1CCN(C2CCCCC2)CC1 (configuration not stated) | 4 | 0.9 | -1.6 | 0.6 | 22 | -0.9 | -4 | -1 | 0
CC[C@@H](C)C(N)c1cn([C@@H](CCC(=O)O)C(=O)N2CCNCC2)nn1 (some centres not stated) | 11 | 1.0 | -0.5 | -0.3 | 6 | -0.9 | -1 | -2 | -4
CCOC(=O)c1cccc(NC(=O)N[C@@H](C)C(=O)OC)c1 | 16 | 1.5 | 1.8 | -0.2 | 32 | -0.4 | 2 | -2 | 6
Cc1ccccc1CSc1nnc(-c2cnccn2)n1C | -15 | -1.0 | 0.7 | -0.2 | 7 | 0.5 | 1 | 0 | 6
O=C(NCCc1ccccc1)c1n[nH]c(=O)c2ccccc12 | -19 | 1.0 | 0.8 | 0.4 | 20 | -1.4 | 4 | -1 | -18
Cc1ccccc1NC(=O)Cc1c(O)c2ccccc2[nH]c1=O | -7 | 0.3 | -0.3 | 0.7 | 24 | -0.9 | 1 | 2 | -14
CN(C)c1ccc(NC(=S)NCC2CCCO2)cc1 (configuration not stated) | 10 | 0.7 | 0.6 | 0.7 | 1 | -2.1 | 9 | 5 | -3
O=C(NCc1ccco1)C1CCCN1S(=O)(=O)c1ccc2ccccc2c1 (configuration not stated) | -40 | -1.0 | -1.0 | -0.5 | -55 | 0.0 | 4 | -1 | 11
Cc1cccc(N2C(=O)CC(N3CCN(Cc4ccc(Cl)cc4)CC3)C2=O)c1 (configuration not stated) | 12 | -0.6 | 0.7 | 1.2 | 8 | -1.4 | 6 | -1 | -5
COc1ccccc1N1CCN(C(=O)c2c(C)cc(=O)oc2C)CC1 | -45 | 0.5 | 1.6 | 0.9 | -1 | 2.8 | -2 | 1 | 1
O=C(N/N=C/c1cccc2nccnc12)c1ccccc1O | 10 | -1.0 | 3.1 | 0.9 | -19 | 3.0 | -1 | -1 | -4
O=C(COc1ccc2c3c(c(=O)oc2c1)CCC3)c1ccc2c(c1)OCO2 | -40 | 0.7 | 1.0 | 0.5 | 15 | 0.4 | 0 | -6 | -3
O=C(c1cnn(-c2ccc(Cl)cc2)c1)c1ccccc1O | 11 | 0.7 | -0.7 | 0.3 | -50 | 2.5 | 4 | 1 | -25
CCOC(=O)C(CC)Sc1cc(C)nc2ccc(OC)cc12 (configuration not stated) | -99 | 0.3 | -2.8 | -0.7 | 46 | 0.1 | 7 | -1 | -24
Cc1ccc(S(=O)(=O)N(C)c2ccc(C(=O)N3CCN(Cc4ccc5c(c4)OCO5)CC3)cc2)cc1 | -31 | -1.2 | 3.1 | 2.5 | -25 | -3.6 | 7 | 2 | -8
CCc1cc2c(Sc3nc4ccccc4s3)ncnc2s1 | 18 | 0.6 | 0.7 | 1.4 | 33 | 0.6 | 19 | 12 | -13
COc1cccc(C(=O)CSc2nc3cccnc3n2C)c1 | 4 | -0.1 | 4.6 | 2.0 | -54 | 2.1 | 2 | -2 | 7
CCOC(=O)c1ccc(NC(=S)Nc2cc(C)cc(C)n2)cc1 | 23 | 0.7 | -0.5 | 0.3 | 0 | 1.5 | 8 | 1 | -13
Nc1nc(-c2ccc(Cl)cc2)c(N=Nc2ccc(S(=O)(=O)N3CCOCC3)cc2)s1 | 36 | 0.0 | 0.6 | 0.5 | -26 | -0.5 | 13 | 8 | 19
COc1ccc(/C=C/C(=O)Nc2cc(S(=O)(=O)N3CCOCC3)ccc2C)cc1OC | -70 | 1.4 | 1.4 | 1.7 | -1 | -0.3 | 3 | 1 | 6
Cc1ccc(NC2(C(F)(F)F)N=C(c3ccccc3)NC2=O)nc1 (configuration not stated) | 1 | 0.7 | -0.3 | -1.2 | 6 | -1.9 | 2 | -4 | -3
Cc1oc(C(C)(C)C)cc1C(=O)N1CCN(C(c2ccccc2)c2ccccc2)CC1 | 28 | -1.3 | -1.1 | 1.0 | 40 | 0.4 | 1 | -5 | 8
